# Compound activity (PubChem BioAssay)
# APE1 inh: inhibitors of human APE1 endonuclease. P27695. recombinant APE1, TAMRA/BHQ-2 abasic DNA cleavage fluorescence. Potency, µM (highest dose often 65.8 µM), without a hit: at the highest dose activity change, negative = inhibition, most hits filed as inhibitors. actives 0.35% (n = 350,000). AID 2517;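 note: plate controls were vehicle for no effect and reference inhibitor for full effect; nearly all actives have a fitted effect of over 55% in size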
#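 Readout is kinetic fluorescence (ex 525, em 598 nm) from cleavage of 50 nM TAMRA/BHQ-2 THF abasic duplex by 0.75 nM APE1, compound added 15 min beforehand at RT.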
# POLB inh: inhibitors of human DNA polymerase beta; Pol beta primer extension/strand displacement, fluorescence kinetic; AID 485314; P06746; actives 1.3% (n = 340,000); Potency, µM (highest dose often 114 µM), for inactives: at the top dose activity change, negative = inhibition, most hits filed as inhibitors; note: % is set by controls: 0 for no effect and ±100 for the full control effect
#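 10 nM enzyme + cpd, 15 min RT; start with substrate 50 nM final; read 0 min and after 10 min RT. Corrected, normalized data; 4-parameter Hill curve fit.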
# Pol eta inh: inhibitors of human DNA polymerase eta; Q9Y253; recombinant Pol eta, fluorescent DNA replication assay; Potency, µM (top dose mostly 114 µM), without a hit: at the highest dose activity change, negative = inhibition, usual class: inhibitors; actives 1.2% (n = 390,000); note: % is set by controls: 0 for no effect and ±100 for the full control effect
# Target sequence (Q9Y253 whole entry, looked up): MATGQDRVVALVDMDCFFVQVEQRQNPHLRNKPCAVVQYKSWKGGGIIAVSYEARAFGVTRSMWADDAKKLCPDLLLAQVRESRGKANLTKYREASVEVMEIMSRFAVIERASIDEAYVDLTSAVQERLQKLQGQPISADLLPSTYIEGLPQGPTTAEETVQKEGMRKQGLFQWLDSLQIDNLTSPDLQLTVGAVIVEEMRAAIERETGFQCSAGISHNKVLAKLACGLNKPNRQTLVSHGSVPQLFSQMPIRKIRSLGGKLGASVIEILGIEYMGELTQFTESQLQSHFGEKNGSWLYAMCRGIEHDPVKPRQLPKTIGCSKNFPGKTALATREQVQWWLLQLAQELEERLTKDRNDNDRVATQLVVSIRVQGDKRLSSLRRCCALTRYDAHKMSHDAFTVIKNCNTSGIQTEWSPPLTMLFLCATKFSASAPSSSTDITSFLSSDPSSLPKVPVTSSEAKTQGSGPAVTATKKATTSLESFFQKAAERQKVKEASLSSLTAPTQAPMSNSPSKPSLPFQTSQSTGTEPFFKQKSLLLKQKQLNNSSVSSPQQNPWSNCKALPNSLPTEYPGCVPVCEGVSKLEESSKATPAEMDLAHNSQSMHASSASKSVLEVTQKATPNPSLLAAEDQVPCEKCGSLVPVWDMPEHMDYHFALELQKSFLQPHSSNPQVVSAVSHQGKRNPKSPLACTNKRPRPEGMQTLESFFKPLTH
#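 Pol eta (10 nM) was preincubated with compounds for 15 min at room temperature, after which fluorescent replication substrate (50 nM final) was added to start the reaction. Fluorescence was read kinetically at 0 and 10 min.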
# BLM helicase inh: inhibitors of human Bloom syndrome helicase BLM; P54132; recombinant BLM DNA unwinding, fluorescence dequenching; Potency, µM (top dose mostly 56.1 µM), for the others: at the highest dose activity change, negative = inhibition, hits mostly inhibitors; actives 0.2% (n = 350,000);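 note: plate controls were vehicle for no effect and no enzyme for full effect; nearly all actives have a fitted effect of over 35% in size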
# Pol kappa inh: blocks human DNA polymerase kappa activity; Q9UBT6; purified Pol kappa, fluorescent DNA synthesis assay, 10 min; Potency, µM (highest dose often 107 µM), without a hit: at the highest dose activity, negative = inhibition, usual class: inhibitors; actives 0.53% (n = 400,000); AID 588579; note: % is set by controls: 0 for no effect and ±100 for the full control effect
#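 50 nM final substrate added after 15 min RT preincubation of 10 nM Pol kappa with compound; fluorescence read at 0 and 10 min.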
# Pol iota inh: blocks human DNA polymerase iota activity; Q9UNA4; AID 588590; actives 1% (n = 390,000); Potency, µM (highest dose often 115 µM), without a hit: top-dose activity, negative = inhibition, usual class: inhibitors; Pol iota fluorescent replication assay, 10 min
#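 Pol iota at 10 nM preincubated 15 min with compounds at room temperature; reaction started with fluorescent substrate, 50 nM final. Fluorescence read kinetically at 0 and 10 min; buffer-only wells as negative control.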
# BAZ2B inh: BAZ2B (human) inhibition. actives 4.4% (n = 360,000). Q9UIF8. AID 504333. AlphaScreen BAZ2B-H3K14Ac peptide displacement. Potency, µM (titrated, usually from 114 µM), for the others: at the top dose activity change, negative = inhibition, hits mostly inhibitors; note: % is set by controls: 0 for no effect and ±100 for the full control effect; nearly all actives have a fitted effect of over 60% in size
#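 Complex of BAZ2B and biotin-H3K14Ac (50 nM apiece) forms over 30 min at RT, then faces library compounds up to 110 uM for another 30 min; AlphaScreen beads added, 20 min dark incubation, luminescence read.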
# Apoferritin bind: binds horse apoferritin like a general anesthetic | apoferritin/1-aminoanthracene competitive binding, fluorescence | AID 485281 | actives 0.074% (n = 350,000) | P02791 | Potency, µM (titrated, usually from 77.5 µM), for the others: top-dose activity change, negative = displacement, hits mostly inhibitors; note: % is set by controls: 0 for no effect and ±100 for the full control effect; nearly all actives have a fitted effect of over 20% in size
# Target sequence (P02791 2-175 limits assumed): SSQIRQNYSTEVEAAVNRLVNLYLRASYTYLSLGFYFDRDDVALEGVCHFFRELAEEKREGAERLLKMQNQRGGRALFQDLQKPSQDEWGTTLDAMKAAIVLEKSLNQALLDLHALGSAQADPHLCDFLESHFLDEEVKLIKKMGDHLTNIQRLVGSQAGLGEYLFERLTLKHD
#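 Steps: apoferritin (10 uM) was premixed with half-saturated 1-AMA in PBS, compounds were pin-transferred, plates stood 10 min at room temperature, fluorescence was read at 380/535 nm, and curves were fitted with a Hill equation.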
# G9a inh: inhibitors of human histone lysine methyltransferase G9a; G9a H3K9 monomethylation, AlphaScreen, 2 h; Potency, µM (series often up to 102 µM), for the others: at the top dose activity, negative = inhibition, actives largely listed as inhibitors; Q96KQ7; actives 8.8% (n = 350,000); AID 504332; note: % is set by controls: 0 for no effect and ±100 for the full control effect; nearly all actives have a fitted effect of over 75% in size
#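 AlphaScreen read-out: biotin-H3K9 peptide (500 nM) methylation by 20 nM enzyme with 20 uM SAM, 2 h at room temperature after 15 min compound preincubation; anti-monomethyl H3K9 antibody plus donor/acceptor beads, 10 min dark.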
# * hit, by the source's call; ? = inconclusive; . = not tested or not shown; & = joins results of further samples; [ ] = remark or other dose. Calls come from the whole dose curve; as a rule, active = well fitted curve in the direction sought with a large enough effect; inconclusive = small, poorly fitted or top-dose-only effect, or another doubt; inactive = no such curve, though single readings can be large; an effect the other way counts as inactive or inconclusive. Potency is the fitted concentration of half-maximal effect. Some of the compounds tested. The share of hits here may be higher or lower than overall.
SMILES,APE1 inh,POLB inh,Pol eta inh,BLM helicase inh,Pol kappa inh,Pol iota inh,BAZ2B inh,Apoferritin bind,G9a inh
O=C(NCC1CCCO1)c1sc2cc(Cl)ccc2c1Cl (centres undefined),8%,-3%,0%,-6%,-9%,193%[activator],56%[activator],-12%,1%
Cc1ccc(C2=NOC(C)(c3nnc(-c4ccc(F)cc4)o3)C2)cc1 (centres undefined),0%,-1%,-13%,-6%,-17%,-5%,9%,2%,?
CC1Cc2ccccc2N1C(=O)CSc1nnnn1-c1ccc2c(c1)OCCO2 (centres undefined),-6%,3%,1%,-3%,-8%,-14%,.,?,-21%[59 µM]
CC1(C)CC(=O)C(CC(=O)NC2CCCc3ccccc32)C(=O)C1 (centres undefined),-7%,-19%,-4%,-3%,-7%,115%[activator],-5%,3%,6%
N#Cc1nc(Cc2ccccc2)oc1NCCCn1ccnc1,-7%,35%,4%,-3%,-1%,23%,?,-10%,-8%[2.33 µM]
CCCCN(C(=O)CSc1nncn1-c1ccccc1)c1c(N)n(Cc2ccccc2)c(=O)[nH]c1=O,-8%,0%,-10%,-1%,2%,24%,3%,2%,-14%[59 µM]
N#Cc1ccc(/C=N/NC(=O)c2cccc(S(=O)(=O)N3CCOCC3)c2)cc1,-3%,-2%,7%,0%,-18%,10%,.,-5%,19%
O=C(CSc1nnc(-c2ccc(S(=O)(=O)N3CCCC3)cc2)o1)NCc1ccco1,?,25µM*,?,-13%,?,89µM*,50µM*,-4%,?
O=C1CCC([N+](=O)[O-])C(c2cccc(Cl)c2Cl)N1 (centres undefined),7%,-5%,3%,-9%,-10%,17%,24%,-11%,1%
CCN1C(=O)C(CC(=O)Nc2ccccc2)S/C1=N\c1ccccn1 (centres undefined),-6%,1%,-12%,-7%,-5%,57%[activator],-28%,-6%,?
Cc1cc(NS(=O)(=O)c2ccc(NC(=O)c3ccco3)cc2)no1,-5%,0%,-4%,-1%,3%,10%,-22%,-1%,-42%[12.7 µM]
Cc1nn2c(=O)cc(COC(=O)c3cccc(NC(=O)COc4ccccc4C)c3)nc2s1,.,19%,-26%,-2%,-5%[60.1 µM],7%,-8%,?,10%[12.7 µM]
COc1cc(NC(=O)COC(=O)c2[nH]c(C)c(C(C)=O)c2C)cc(OC)c1,-4%,.,-17%,.,-17%,24%,.,.,.
CC(=O)c1ccccc1OCC(O)Cn1c(CO)nc2ccccc21 (centres undefined),.,-11%,0%,-2%,-15%,-15%,-17%,-1%,-40%[59 µM]
NC(=O)N/N=C1\CCS(=O)(=O)c2ccc(F)cc21,20%,14%,-9%,-2%,-9%,147%[activator],1%,10%,14%
CCOc1ccc(C(C)NC(=S)NC2CCCCC2)cc1 (centres undefined),-7%,1%,-10%,-1%,-4%,-17%,-24%,-21%,1%
COc1ccc(OC(C)C(=O)N(C)Cc2nc(-c3ccc(C)cc3)no2)cc1 (centres undefined),37%,3%,-21%,-2%,-7%,131%[activator],-1%,2%,?
Cc1ccc(C)n1-c1sc2c(c1C(=O)O)CCCC2,?,14µM*,7.9µM*,-18%,50µM*,?,?,-12%,45µM*
Cc1ccc(S(=O)(=O)N2[C@@H](c3cccc(Cl)c3)C(C(=O)O)=CC[C@H]2c2cccc(Cl)c2)cc1,16%,.,-5%,.,-14%,7%,8%,.,14%[2.33 µM]
Cc1ccc(/C=N/NC(=O)CNC(=O)c2ccc(S(=O)(=O)N3CCCC3)cc2)o1,2%,22%,-17%,0%,12%,11%,-14%,-5%,45µM*
COc1ccccc1NC(=O)N1CCC(C(=O)c2ccc(F)cc2)CC1,10%,4%,-8%,0%,-6%,23%,9%,-2%,5%[12.7 µM]
O=[N+]([O-])c1ccc(Nc2ccc(F)cc2)cc1,13%,3%,-6%,-5%,-12%,-13%,-17%,-8%,9%
COc1cccc(OC)c1C(=O)NN1CCCCC1,-3%,-1%,-12%,-2%,-14%,5%[58.9 µM],-5%,5%,-28%
CN1C(=O)OC(C)(C)C1=O,1%[21 µM],.,.,0%[21.4 µM],-4%[12 µM],.,.,0%[29.3 µM],30%[21.5 µM]
CNS(=O)(=O)c1ccc2nc(NC(=O)c3ccc(N4C(=O)CCC4=O)cc3)sc2c1,-1%,4%,0%,-5%,-3%,70%,-13%,0%,3.5µM*
COc1ccc(CN(C)C(=O)C23CC4CC(CC(C4)C2)C3)c(OC)c1,53%[activator],-17%,-4%,-13%,-9%,10%,0%,-22%,-2%
CN(C)c1cc(C(F)(F)F)nc(-c2ccccn2)n1,-2%,-3%,2%,0%,-10%,21%,3%,-8%,?
C[n+]1cccc(CNC(=O)/C=N/O)c1,8%,-1%,5%,-1%,-1%,6%,56µM*,-4%,40µM*
CCn1cc(C(=O)N2CCN(c3ccccc3OC)CC2)c2cc(OC)c(OC)cc2c1=O,1%,18%&11%,-17%&-2%,0%&2%,-6%&-3%,20%&4%,-4%&0%,-5%&1%,11%
Cc1ccc(/C=C/C(=O)NCCCN2CCN(CCCNC(=O)/C=C/c3ccc(C)cc3)CC2)cc1,2%,1%,-2%,2%,5%,7%,3%,-4%,4%[59 µM]
COc1ccc(Nc2nc(N)nc(COc3ccc(OC)cc3)n2)cc1,-6%,16%,-7%,-2%,-6%,20%,10%,0%,17%[59 µM]
O=C(c1ccc(F)cc1F)C1CCN(c2ccc([N+](=O)[O-])cn2)CC1,5%,-6%,-5%,-9%,-12%,?,-13%,-13%,.
CCCCOc1ccc(C2(C(=O)O)CCCC2)cc1,-1%,5%,-7%,-2%,-7%,16%,-8%,-13%,0%[12.7 µM]
c1ccc(SCc2nc(-c3ccncc3)no2)cc1,3%,4%,9%,-7%,-9%,10%,-3%,0%,5%[59 µM]
C/C(=N\O)C(C)(C)Nc1ccccc1F,-8%,14%,-27%,-1%,1%,133%[activator],-10%,?,?
COc1ccc(CCn2nnnc2C(c2ccccc2)N2CCN(C)CC2)cc1OC (centres undefined),-6%,9%,-10%,3%,5%,5%,?,-11%,71µM*
Cc1cccc(C)c1NC(=O)CN(C)C(=O)CSC(=S)N1CCCC1,4%,.,-10%,.,-11%,12%,2%,.,-8%
S=C(Nc1ccc2nc(-c3ccccn3)c(-c3ccccn3)nc2c1)N1CCOCC1,-5%,1%,-14%,-9%,3%,91%[activator],-25%,48%[activator],-12%
O=C(O)CCC(=O)N1CCc2cc(S(=O)(=O)N(CCc3ccccc3)Cc3ccccc3)ccc21,-3%,6%,-16%,-9%,-3%,22%,?,-19%,?
O=C1CN(C(=O)c2cc([N+](=O)[O-])ccc2Cl)C(c2ccc(F)cc2)c2cc(F)ccc2N1 (centres undefined),7%,18%,-16%,-6%,-2%,1%,-28%,-13%,?
CCO[C@H]1OC(C(=O)NCc2ccccc2)=C[C@@H](c2cn(C(C)=O)c3ccccc23)[C@@H]1CCCO,-1%,1%,-23%,-5%,-6%,15%,-7%,-16%,-4%[59 µM]
CC(C)CCNC(=O)C1CCCN(S(=O)(=O)c2ccc(-n3cnnn3)cc2)C1 (centres undefined),8%[12.4 µM],50%,10%,1%,-10%,-14%,9%,9%,-4%[59 µM]
Clc1ccc(OCc2nc(-c3ccccn3)n[nH]2)cc1,5%,5%,-12%,1%,-6%,16%,22µM*,-18%,85%[activator][59 µM]
COc1ccc(CCNC(=O)Cc2ccccc2)cc1OC,7%,5%,-8%,-5%,-15%,8%,3%,-10%,.
CCc1nc(N2CCCCC2)c2oc3ccccc3c2n1,31%[activator],19%,-13%,-3%,9%,?,7%,-8%,8%[59 µM]

# In another format: results already given.
# Below each compound: APE1 inh | POLB inh | Pol eta inh | BLM helicase inh | Pol kappa inh | Pol iota inh | BAZ2B inh | Apoferritin bind | G9a inh
CC(=O)c1ccccc1OCC(O)Cn1c(CO)nc2ccccc21 (centres undefined)
 : . | -11% | 0% | -2% | -15% | -15% | -17% | -1% | -40%[59 µM]
NC(=O)N/N=C1\CCS(=O)(=O)c2ccc(F)cc21
 : 20% | 14% | -9% | -2% | -9% | 147%[activator] | 1% | 10% | 14%
CCOc1ccc(C(C)NC(=S)NC2CCCCC2)cc1 (centres undefined)
 : -7% | 1% | -10% | -1% | -4% | -17% | -24% | -21% | 1%
COc1ccc(OC(C)C(=O)N(C)Cc2nc(-c3ccc(C)cc3)no2)cc1 (centres undefined)
 : 37% | 3% | -21% | -2% | -7% | 131%[activator] | -1% | 2% | ?
Cc1ccc(C)n1-c1sc2c(c1C(=O)O)CCCC2
 : ? | 14µM* | 7.9µM* | -18% | 50µM* | ? | ? | -12% | 45µM*
Cc1ccc(S(=O)(=O)N2[C@@H](c3cccc(Cl)c3)C(C(=O)O)=CC[C@H]2c2cccc(Cl)c2)cc1
 : 16% | . | -5% | . | -14% | 7% | 8% | . | 14%[2.33 µM]
Cc1ccc(/C=N/NC(=O)CNC(=O)c2ccc(S(=O)(=O)N3CCCC3)cc2)o1
 : 2% | 22% | -17% | 0% | 12% | 11% | -14% | -5% | 45µM*

# Following part
SMILES,APE1 inh,POLB inh,Pol eta inh,BLM helicase inh,Pol kappa inh,Pol iota inh,BAZ2B inh,Apoferritin bind,G9a inh
COCCOC(=O)c1[nH]c2c(c1C)C(=O)C(C(=O)OC)C(C)C2 (centres undefined),8%,35%,1%,2%,-6%,13%,-3%,0%,-3%
Cc1cc([N+](=O)[O-])cnc1N1CCOCC1,-7%,16%,-2%,2%,-1%,-19%,-7%,1%,5%
C[C@H](CO)N1C[C@H](C)[C@@H](CN(C)S(=O)(=O)c2ccc(F)cc2)Oc2ccc(NS(=O)(=O)c3ccccc3)cc2C1=O,38%,.,-1%,.,10%,24%,.,.,.
Cc1cc(C)c2c(n1)sc1c(N3CCN(CCO)CC3)ncnc12,0%,0%,-8%,5%,2%,3%[58.9 µM],3%,3%,1%[12.7 µM]
O=C(Nc1nnc(SCC(=O)N2CCCCC2)s1)c1c(F)cccc1F,1%,4%,4%,-13%,1%,78%[activator],-38%,6%,-4%
O=C1CCc2cc(S(=O)(=O)N3CCN(C(=O)c4ccco4)CC3)ccc2N1,18%,42%,-8%,-1%,-11%,1%,0%,-6%,?
C=Cc1ccc(CSc2nc(-c3ccccc3C)nc3c2Cc2c(CO)cnc(C)c2O3)cc1,.,-1%,-15%,-1%,-7%,3%,-17%,-6%,-33%[59 µM]
O=C1CC(NS(=O)(=O)c2cccs2)CN1c1ccc(Cl)cc1 (centres undefined),-7%,.,7%,.,0%,33%[activator],2%,.,-5%
